# Assay outcomes from PubChem.
# Arrestin-AP2 inh: inhibitors of human beta-arrestin and AP2 interaction; FITC-arrestin peptide / GST-AP2 beads, flow cytometry; AP2 beta2 appendage carries R879A mutation; inhibition, % at 10 µM; actives 0.31% (n = 340,000);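 active = inhibition above a set limit, near 3 SD of compounds lacking own fluorescence, cut at about 54% in these data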;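 also: plate controls were DMSO wells for no effect and 5 µM unlabelled arrestin peptide for full effect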
#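 system = GST-tagged AP2 beta2-adaptin appendage (R879A) on 4 µm glutathione beads | reagent = FITC-labelled arrestin peptide probe, 50 nM final | schedule = compound with beads 12 min RT, then probe 1 h RT | signal = HyperCyt-sampled flow cytometry, FL1 channel, ex 488/em 535 nm | read-out = percent response from loss of bead-bound FITC fluorescence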
# OPRM1-OPRD1 ag: OPRM1-OPRD1 heterodimerization agonism; P35372+P41143; cells, luminescence; activation, % at 9.3 µM; actives 0.3% (n = 340,000); AID 504326; in the data active = activation above about 18%;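 also: 0% = vehicle-treated cells and 100% = reference agonist; values of inactives mirror those of a sister screen read the other way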
# AddAB inh: less growth of phage-infected E. coli with AddAB; actives 0.29% (n = 330,000); inhibition, % at 11.9 µM; E. coli expressing H. pylori AddAB, absorbance growth; in the data active = inhibition above about 12%;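 also: 0% = vehicle wells of infected cells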
# Tat transport: E. coli Tat transport inhibition | E. coli MC4100 TorA-mCherry Tat export, fluorescence | inhibition, % at 10 µM | actives 0.036% (n = 340,000) | AID 488895;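 active = mean replicate inhibition at least 50% and at least half of replicates individually reaching 50%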;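 also: exported cargo escapes ClpAP degradation while cytoplasmic cargo is degraded and loses fluorescence; 0% = median of neutral control wells and 100% = median of NaSCN control wells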
# MOR-DOR inv ag: inverse agonist of human OPRM1-OPRD1 heterodimerization; cell-based MOR-DOR heterodimer luminescence, inverse agonism; inhibition, % at 9.3 µM; actives 0.21% (n = 340,000); in the data active = inhibition above about 22%, passing the limit was not always enough;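 also: 0% = cells with DMSO and 100% = wells without cells with DMSO; values of inactives mirror those of a sister screen read the other way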
# DSG3 Ab inh: inhibitors of pemphigus antibody binding to human desmoglein-3. AID 588358. binding (percent of control), % at 10 µM. DSG3-coupled beads, scFv-anti-DSG3-GFP binding, flow cytometry; active compounds read low. actives 0.48% (n = 310,000). P32926;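 active = binding more than 3 SD below its plate's average and above zero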;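 also: hits lower antibody fragment binding to DSG3; some compounds called inactive have numbers as strong as hits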
# Target sequence (P32926 whole entry, looked up, the tested form may be a part): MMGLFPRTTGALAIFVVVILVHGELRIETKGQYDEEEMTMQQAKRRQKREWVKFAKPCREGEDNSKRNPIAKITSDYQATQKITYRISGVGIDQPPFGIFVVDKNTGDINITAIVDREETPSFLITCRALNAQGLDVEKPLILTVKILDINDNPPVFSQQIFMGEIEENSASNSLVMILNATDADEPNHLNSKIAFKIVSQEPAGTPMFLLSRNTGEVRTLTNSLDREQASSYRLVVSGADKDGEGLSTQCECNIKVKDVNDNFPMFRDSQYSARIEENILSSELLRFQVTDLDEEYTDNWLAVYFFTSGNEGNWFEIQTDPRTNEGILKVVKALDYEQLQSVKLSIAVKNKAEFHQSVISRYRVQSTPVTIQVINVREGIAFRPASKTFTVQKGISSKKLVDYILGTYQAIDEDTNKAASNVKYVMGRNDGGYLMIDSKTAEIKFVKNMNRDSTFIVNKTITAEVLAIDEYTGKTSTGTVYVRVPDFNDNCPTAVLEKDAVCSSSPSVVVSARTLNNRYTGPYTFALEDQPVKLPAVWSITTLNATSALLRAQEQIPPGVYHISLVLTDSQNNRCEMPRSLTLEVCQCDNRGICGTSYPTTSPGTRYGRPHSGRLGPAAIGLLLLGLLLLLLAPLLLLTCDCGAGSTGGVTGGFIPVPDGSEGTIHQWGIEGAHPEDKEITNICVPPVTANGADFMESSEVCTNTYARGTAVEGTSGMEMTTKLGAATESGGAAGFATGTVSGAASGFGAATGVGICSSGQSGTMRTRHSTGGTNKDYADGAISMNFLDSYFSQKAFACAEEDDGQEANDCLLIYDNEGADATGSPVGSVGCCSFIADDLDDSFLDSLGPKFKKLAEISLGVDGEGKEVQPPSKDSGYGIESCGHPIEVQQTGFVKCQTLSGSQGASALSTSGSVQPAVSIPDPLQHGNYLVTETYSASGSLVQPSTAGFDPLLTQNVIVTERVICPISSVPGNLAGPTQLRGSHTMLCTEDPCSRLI
# phage Ecoli inh: E. coli growth loss with phage present. actives 0.26% (n = 360,000). inhibition, % at 11.9 µM. growth absorbance; in the data active = inhibition above about 11%
# SUMO Mot1 rescue: inhibitors of SUMOylation pathway: yeast Mot1-301 growth rescue. S. cerevisiae Mot1-301 growth rescue, ATP luminescence, 38.5C; percent above DMSO median, 100 means doubled. growth rescue, % at 18.8 µM. actives 1% (n = 320,000). AID 2716;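 active = every valid replicate shows activation above 250% relative to neutral control wells; inactive = the rest, any valid replicate at or below 250%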;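 also: OY570 slx delta 5 strain wells were the positive control but not used for scaling; some compounds called inactive have numbers as strong as hits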
# PfHsp90 yeast 2: inhibits growth of yeast expressing Plasmodium falciparum Hsp90 | actives 0.32% (n = 310,000) | S. cerevisiae expressing PfHsp90, BacTiter-Glo ATP, 48 h; yeast lacking PDR1 and PDR3 efflux regulators | inhibition, % at 9.4 µM;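 active = every replicate shows inhibition above about 80%, whatever the replicate mean, limit read from the data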;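 also: 0% = DMSO neutral controls and 100% = 20 µM radicicol positive controls; yeast relying on Plasmodium falciparum Hsp90 in place of its own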
# E coli growth: reduces bacterial viability in AddAB counter-screen. actives 0.27% (n = 330,000). E. coli V3065 growth, OD600 absorbance, 18 h. inhibition, % at 11.9 µM;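 active = inhibition above the campaign's mean inhibition across all tested compounds plus 3 SD, cut at about 9.9% in these data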;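 also: uninfected addAB+ strain grown without phage in ampicillin broth; 0% = DMSO wells and 100% = ciprofloxacin 0.95 µg/ml wells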
# PKA-R1A act: PKA-R1A complex activation; PKA-R1A dissociation, Cy5-IP20 fluorescence polarization; scaled: DMSO 0%, 113 µM cGMP 100%; activation, % at 11.4 µM; actives 0.083% (n = 340,000);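 active = percent activation above the mean of all tested compounds plus 3 SD, cut at about 19% in these data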;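 also: higher means more PKAc released from R1A so a rise in polarization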
# Numbers without * were called inactive; · = not tested or not shown.
SMILES,Arrestin-AP2 inh,OPRM1-OPRD1 ag,AddAB inh,Tat transport,MOR-DOR inv ag,DSG3 Ab inh,phage Ecoli inh,SUMO Mot1 rescue,PfHsp90 yeast 2,E coli growth,PKA-R1A act
COc1cccc(NC(=S)N2CCC(Cc3ccccc3)CC2)c1,-13.6,2.3,·,0.3,-12.1,110.7,1.4,14.2,-13.8,·,-11.5
COc1ccc(Cl)c2sc(N3CCN(C(=O)c4ccco4)CC3)nc12,2.3,-1.7,4.5,-0.1,9.4,99.9,2.7,-12.3,20.7,-0.2,4.9
O=C(COC(=O)CCCSc1nc2ccccc2[nH]1)Nc1ccc(Oc2ccccc2)cc1,28.2,-2.0,2.8,16.5,10.1,·,4.7,-13.8,-10.4,0.2,0.9
COc1cc(/C=C(/C#N)c2ccccc2F)ccc1OCc1ccccc1,5.7,-0.9,5.5,-2.5,5.1,101.6,2.4,-6.7,-16.2,1.6,-7.7
Cc1ccc(-c2ccc(=O)n(CC(=O)NCc3ccc(F)cc3)n2)cc1,6.4,-2.0,2.5,1.9,10.1,94.5,3.4,140.6,-27.3,1.5,-14.9
OCC(O)C1OC(Oc2ccccc2)C(O)C(O)C1O (stereo unspecified),18.6,0.1,·,-4.4,-0.3,·,0.6,·,19.0,·,0.8
Cc1ccc(Cl)cc1N1CCN(C(=O)c2cn(C)c(=O)c3c2c2ccccc2n3C)CC1,18.3,-2.6,3.5,17.7,13.6,100.2,0.4,27.1,-32.2,4.3,8.3
CC1(c2ccc3ccccc3c2)NC(=O)N(CC(=O)N2CCN(Cc3ccccc3)CC2)C1=O (stereo unspecified),16.1,0.1,-0.5,5.4,-0.2,·,·,12.6,7.1,-0.3,2.8
CCCCNc1ccc(C(CC(N)=O)NC(=O)Cc2ccc(Br)cc2)cc1[N+](=O)[O-] (stereo unspecified),-1.7,-0.7,3.4,-5.2,4.0,103.5,0.9,9.7,7.4,0.3,-4.8
Cc1ccc(NC(=O)CN(C)C(=O)c2ccccc2Sc2ccccc2C#N)cc1,12.3,-1.1,3.6,4.0,7.1,83.8,-0.6,-23.3,-22.3,1.6,-0.7
Cc1cc(C)c(C#N)c(N2CCN(c3ccc(F)cc3)CC2)n1,-9.4,3.6,1.1,6.4,-18.7,117.2,2.5,17.3,-8.7,-1.7,3.2
COc1ccc([C@H]2C=C(C(=O)O)O[C@@H](OCCCCO)C2)cc1,1.1,-1.0,1.7,24.7,5.7,96.7,2.1,4.0,4.4,1.0,-3.3
O=C(CSc1nc2ccncc2[nH]1)Nc1ccccc1C(F)(F)F,1.3,-0.7,-1.4,-5.1,3.8,104.0,3.3,-10.3,-21.3,1.2,3.7
Cc1cccc(C(=O)Nc2onc(C)c2C#N)c1,25.1,-2.0,1.1,3.3,10.0,·,2.6,10.9,3.1,-0.7,-3.0
C[C@H]1CN([C@@H](C)CO)C(=O)Cc2cc(NC(=O)CCC(F)(F)F)ccc2O[C@H]1CN(C)S(=O)(=O)c1ccc(F)cc1,-7.8,-3.3,2.2,1.9,18.5,100.8,0.2,9.6,7.0,-0.3,-11.7
Cn1c(=O)n(C)c2cc(NC(=O)C(F)(F)F)ccc21,11.4,0.8,1.2,0.3,-3.2,107.2,3.0,1.0,11.8,-0.9,-0.6
COc1ccc(Cn2c(CCC(=O)NCCC(C)C)nc3ncccc3c2=O)cc1,-1.8,-1.3,-0.8,5.1,6.8,97.8,-0.8,0.1,10.3,-2.5,-11.0
Cc1ccc(S(=O)(=O)N(CC(=O)N/N=C/c2cccc(Cl)c2)c2cccc3cccnc23)cc1,7.0,-2.6,3.2,1.2,11.2,101.9,1.8,-11.9,-40.5,1.0,-3.6
O=C(C1CC(=O)N(C2CCCCC2)C1)N1CCN(c2ccccc2)CC1 (stereo unspecified),-4.6,1.9,1.3,4.6,-10.0,·,-0.9,140.9,3.3,0.5,-3.9
CN(C)c1ccc(-c2nn3c(-c4ccc(Cl)cc4)nnc3s2)cc1,7.6,-2.2,·,2.2,11.2,95.8,-0.5,·,13.4,·,-14.0
CCN(CC)S(=O)(=O)c1cccc(NC(=O)CN2C(=O)NC3(CCC(C)CC3)C2=O)c1 (stereo unspecified),-1.4,-0.7,·,8.3,4.4,99.1,2.1,·,-26.8,·,-2.4
OCCC1CN(Cc2ccc(F)cc2Cl)CCN1CCc1ccccc1 (stereo unspecified),34.5,1.7,0.7,1.0,-8.6,107.8,1.9,-16.5,8.3,0.9,0.7
COc1cccc(NC(=O)CSc2nnc(C3CCCCC3)n2N)c1,-3.8,-2.6,0.7,-1.5,11.2,101.2,0.8,-12.2,·,0.8,-10.0
CCCCn1c(N)c(N(CC(C)C)C(=O)c2cnccn2)c(=O)[nH]c1=O,1.1,4.4,-0.2,-4.8,-27.8,103.4,2.0,176.1,22.7,-0.2,2.7
CO/N=C\Cc1oc(=O)c(NC(=O)c2ccccc2)cc1C(=O)OC,31.8,-2.6,1.8,-2.7,13.0,104.5,-2.0,-17.6,·,3.0,7.6
C=CCN=C(NC#N)SCC(=O)NCc1ccccc1,-4.5,-2.7,2.2,-5.1,11.3,97.7,3.5,-10.9,15.7,0.8,3.2
COc1ccc(/C=C(/Sc2nnc(-c3ccc(Cl)cc3)o2)C(=O)O)cc1,-15.9,-3.4,4.2,-2.1,17.5,99.2,3.5,-4.5,8.4,3.0,-5.2
C=CCn1c(COc2ccc(Cl)cc2)nnc1SCc1ccc(C#N)cc1,2.4,3.2,-0.7,21.6,-18.4,104.6,2.6,179.5,·,0.2,-11.2
O=C(CSc1nnc(NC(=O)C2CC2)s1)Nc1ccc(F)cc1,5.4,-1.4,3.7,-3.6,7.6,102.7,3.9,-1.4,·,2.8,0.5
CN(C)S(=O)(=O)N1CCC(Oc2ccc(C(=O)NCCc3cscn3)cc2)CC1,-3.9,-1.6,-0.4,2.2,8.7,109.7,-1.2,-2.3,-50.4,-2.9,-6.9
CCCn1c(NC(=O)c2cccc(S(=O)(=O)N3CCCC3)c2)nc2ccccc21,11.9,1.3,5.9,8.2,-6.1,98.7,5.3,11.5,7.6,2.6,6.7
COc1ccc(C2C(C(N)=O)=C(C)Nc3nc(-c4cccc(Cl)c4)nn32)cc1OC (stereo unspecified),19.3,-1.7,1.3,-3.8,9.7,97.4,0.5,-20.6,·,-3.8,9.4
Cc1ccc(S(=O)(=O)N2CCCCCC2)cc1C(=O)Nc1cccnc1,-2.7,-2.5,-3.7,0.3,14.1,100.9,0.9,6.2,1.6,-2.4,-1.8
CCN(CC)S(=O)(=O)c1ccc2c(c1)nc(SCC(=O)N(C)C1CCS(=O)(=O)C1)n2CC (stereo unspecified),25.3,-0.8,2.1,4.8,5.3,98.0,-3.0,-7.5,-16.4,3.6,8.8
CS(=O)(=O)Nc1ccccc1N=C(c1ccccc1)c1ccccc1,-4.5,-3.6,2.6,-1.1,16.9,97.3,1.6,8.5,22.0,-2.1,0.5
Fc1cccc(CN(C2=NCCN2)c2c(Cl)cccc2Cl)c1,3.7,-2.3,-0.1,-6.9,12.7,110.0,3.8,12.7,-9.0,0.7,-15.0

# Single entries from the list:
# Entry of `C=CCn1c(COc2ccc(Cl)cc2)nnc1SCc1ccc(C#N)cc1` under E coli growth: 0.2
# Entry of `CCN(CC)S(=O)(=O)c1ccc2c(c1)nc(SCC(=O)N(C)C1CCS(=O)(=O)C1)n2CC` (stereo unspecified) under E coli growth: 3.6
# Entry of `COc1ccc(/C=C(/Sc2nnc(-c3ccc(Cl)cc3)o2)C(=O)O)cc1` under E coli growth: 3.0
# Entry of `C=CCN=C(NC#N)SCC(=O)NCc1ccccc1` under Tat transport: -5.1
# Entry of `Fc1cccc(CN(C2=NCCN2)c2c(Cl)cccc2Cl)c1` under phage Ecoli inh: 3.8
# Entry of `O=C(CSc1nnc(NC(=O)C2CC2)s1)Nc1ccc(F)cc1` under MOR-DOR inv ag: 7.6

# The main list resumes; the two compounds before the break are reprinted first.
SMILES,Arrestin-AP2 inh,OPRM1-OPRD1 ag,AddAB inh,Tat transport,MOR-DOR inv ag,DSG3 Ab inh,phage Ecoli inh,SUMO Mot1 rescue,PfHsp90 yeast 2,E coli growth,PKA-R1A act
CS(=O)(=O)Nc1ccccc1N=C(c1ccccc1)c1ccccc1,-4.5,-3.6,2.6,-1.1,16.9,97.3,1.6,8.5,22.0,-2.1,0.5
Fc1cccc(CN(C2=NCCN2)c2c(Cl)cccc2Cl)c1,3.7,-2.3,-0.1,-6.9,12.7,110.0,3.8,12.7,-9.0,0.7,-15.0
COc1ccc(Oc2nc(-c3ccccc3)ncc2C(=O)O)cc1,3.7,0.7,1.9,-2.1,-3.9,102.3,3.0,-13.0,20.5,1.8,0.1
COC(=O)c1ccccc1NC(=O)CCCn1nc([N+](=O)[O-])cc1C,-23.8,-2.3,2.1,-3.5,12.1,89.8,-0.5,3.3,-3.5,1.5,-13.8
CCOC(=O)c1c(NC(=O)c2ccccc2C)sc2c1CC(C)(C)OC2,1.0,0.6,0.3,4.0,-2.5,91.2,2.0,-2.3,-0.9,-0.5,-15.2
CC(C)Oc1ccc(CNC(=O)CCC(=O)N2CCSc3ccccc32)cc1,-4.9,-1.1,0.0,3.6,6.6,97.4,1.0,0.6,-8.4,-0.4,-3.4
Cc1ccc2nc(-c3ccc(NC(=O)C(C)N4C(=O)c5ccccc5C4=O)cc3)sc2c1 (stereo unspecified),-3.3,-2.5,3.2,3.1,13.1,103.2,3.2,21.3,-2.7,-0.8,-8.6
CCOC(=O)CNC(=O)C1c2cc(OC)c(OC)cc2C(=O)N(C)C1c1ccccc1F (stereo unspecified),0.0,-0.2,2.3,6.2,1.5,·,-4.0,145.4,1.1,0.8,7.1
Cc1cc(C)n(CC(=O)c2cccc(N)c2)n1,5.0,4.1,-0.4,26.1,-21.4,99.6,1.5,240.0,·,0.0,3.8
COCCCNC(=O)C(F)(F)C(F)(F)C(=O)NCCCOC,25.9,-1.6,-0.2,2.0,7.9,107.9,1.0,1.6,-27.7,1.9,16.7
O=C(Nn1c(SCc2ccccc2F)nc2ccsc2c1=O)c1ccccc1,0.7,0.0,2.8,-8.3,-0.1,114.9,4.0,1.8,-37.2,-0.9,-8.2
COc1ccc(C2=NOC(C(=O)NCc3ccccc3)C2)cc1 (stereo unspecified),-4.1,0.1,0.9,8.1,-0.3,105.7,·,7.7,-9.3,-0.1,-14.5
COC(=O)c1ccc(COc2ncnc3ccccc23)o1,-5.6,1.5,3.5,10.7,-9.7,·,1.1,19.6,-11.1,-0.6,-2.0
CCOC(=O)/C(C#N)=C\c1cccnc1,-3.1,-0.2,-1.7,-2.0,0.8,96.1,1.7,·,-42.6,-0.1,0.1

# Compounds were not picked by outcome; any-hit rate near 2.8%.
